West Nile antiviral: West Nile virus antiviral activity, cell-based, CPE readout (AID 1621). one-dose CPE inhibition, % at 10 µM; IC50 in µM for titrated hits. 0.02% of 290,000 active. West Nile virus-infected cells, CPE inhibition; higher % means a stronger effect; in the data active = a potency from the dose series; inconclusive = CPE inhibition mostly from about 3.7% at the one dose, without a potency; inactive = the rest, 99 in 100 with CPE inhibition below about 2.2%; note: strong numbers were not always called active
RSV CPE inhibition: RSV antiviral activity via CPE protection, HEp-2 cells, primary 10 µM value included (AID 2391); CPE inhibition, % at 10 µM; hits with a dose series show IC50 in µM; HEp-2 cells, RSV-induced CPE inhibition; higher % means a stronger effect; 0.13% of 310,000 active; in the data active = a potency from the dose series; inconclusive = CPE inhibition mostly from about 23% at the one dose, without a potency; inactive = the rest, 99 in 100 with CPE inhibition below about 21%; note: strong numbers were not always called active
PhoP inhibition: inhibitors of PhoP regulon expression, primary screen, Salmonella Typhimurium, GFP reporter (AID 1863); S. Typhimurium PhoP-regulated promoter GFP reporter, 4 h; higher % means a stronger effect; inhibition, % at 50 µM; hits with a dose series show IC50 in µM; 0.16% of 300,000 active;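 active = inhibition over 29.93%, a cutoff 3 SD above the screen mean, later confirmed by dose response; inconclusive = inhibition over 29.93% but no dose response follow-up; inactive = inhibition at most 29.93% or unconfirmed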;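 note: 0% = low Mg2+ inducing control and 100% = high Mg2+ repressing control; strong numbers were not always called active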
MgcRacGAP inhibition: MgcRacGAP GTPase-activating activity inhibitors, confirmation, biochemical, ADP Hunter fluorescence; Rac GTPase-activating protein 1 (Homo sapiens); inhibition, % at 30 µM; hits with a dose series show IC50 in µM; MgcRacGAP-stimulated Rac1 GTP hydrolysis, ADP Hunter fluorescence; higher % means a stronger effect; GST-tagged Rac1 F28L mutant substrate; 0.6% of 340,000 active;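 active = first-screen hits whose inhibition reached a set limit at any dose in the follow-up dose series; inconclusive = inhibition above the set first-screen limit but never retested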;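 note: fluorescence reports GDP produced by GAP-driven GTP hydrolysis; strong numbers were not always called active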
SV40 large T antigen: SV40 large T antigen inhibitors, biochemical (AID 1903); SV40 large T antigen ATPase/helicase inhibition assay; higher % means a stronger effect; inhibition, % at 20 µM, or IC50 in µM where a hit was titrated; 0.39% of 310,000 active; in the data active = a potency from the dose series; inconclusive = inhibition mostly from about 32% at the one dose, without a potency; inactive = the rest, 99 in 100 with inhibition below about 32%; note: strong numbers were not always called active
GPR35 arrestin U2OS: GPR35 antagonists blocking zaprinast-driven arrestin recruitment, primary screen, imaging, U2OS, beta-arrestin-GFP, zaprinast agonist (AID 2058). G-protein coupled receptor 35 (Homo sapiens). U2OS GPR35 beta-arrestin-GFP translocation imaging, zaprinast antagonism; higher % means a stronger effect. one-dose inhibition, % at 10 µM; IC50 in µM for titrated hits. 0.052% of 290,000 active;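 active = inhibition of at least 50% with at least 30 cells and total cytoplasm GFP at most 10,000,000; inconclusive = under 30 cells or total GFP of 10,000,000 plus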
LYP inhibition: inhibitors of LYP phosphatase, biochemical, fluorescence intensity, uHTS (AID 1779); recombinant LYP phosphatase, fluorescence intensity; higher % means a stronger effect; inhibition, % at 11.5 µM; hits with a dose series show IC50 in µM; 0.054% of 290,000 active; in the data active = inhibition above about 50%;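 note: plate controls were vehicle with enzyme for no effect and no enzyme for full effect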
NS5 inhibitors: Dengue-2 NS5 methyltransferase inhibitors, primary screen, biochemical, confirmation dose response (AID 588689); Genome polyprotein (Dengue virus type 2 (strain 16681-PDK53)); Dengue-2 NS5 methyltransferase capping enzyme assay, biochemical; higher % means a stronger effect; inhibition, % at 25 µM; hits with a dose series show IC50 in µM; 0.3% of 340,000 active; in the data active = a potency from the dose series; inconclusive = inhibition above about 29% without an active follow-up result
CSM14.1 death rescue: rescue of cells from ER stress-induced death, primary screen, 384-well, CSM14.1, thapsigargin, ATP luminescence (AID 1222); 190,000 tested, under 10 active; CSM14.1 thapsigargin-induced death rescue, ATP luminescence; higher % means a stronger effect; one-dose cellular ATP content (survival), % at 20 µM; EC50 in µM for titrated hits;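 active = EC50 below 50 µM in the dose-response confirmation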;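 note: death triggered by thapsigargin at about 15 µM added after 2 h compound pretreatment; cell ATP read after overnight thapsigargin exposure of roughly 18 to 22 hours; normalized against plate controls of thapsigargin alone and 5% DMSO vehicle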
NS5 inhibitors pilot replicate: recorded beside NS5 inhibitors, whose call it bears; inhibition, %; measured here: pilot screen replicate inhibition
* marks the source's active call; other numbers are inactive results; ? = inconclusive; . = not tested or not shown.

SMILES | West Nile antiviral | RSV CPE inhibition | PhoP inhibition | MgcRacGAP inhibition | SV40 large T antigen | GPR35 arrestin U2OS | LYP inhibition | NS5 inhibitors | CSM14.1 death rescue | others
O=c1[nH]c(=O)n(-c2cccc(Cl)c2)c(O)c1C=NCCN1CCCCC1 | -0.5% | 1.0% | -2% | -4% | 11% | -20% | -6% | -6% | -2.3%
CN(C)c1ccc(/C=C2/C(=N\O)C3CCN2CC3)cc1 | 0.2% | 1.2% | -9% | 76µM* | 28% | -6% | -2% | 5% | .
COc1ccc(/C=C2/C(=O)NC(=O)N(c3ccccc3)C2=O)cc1CN1C(=O)c2ccccc2C1=O | 0.3% | -0.3% | -7% | -5% | 26% | 0% | -3% | 74µM* | .
Cc1ccc(-c2nc3ccccc3c(=O)n2-c2cc(C)ccn2)cc1 | 0.0% | 1.1% | -4% | 2% | 16% | 20% | -9% | -7% | -2.4%
CCC/C(=N\O)c1c[nH]c2ccccc12 | 0.3% | 3.9% | 2% | 5% | 3% | -2% | -3% | . | -1.7%
COc1ccc2nc(/N=C/c3c(O)n(-c4cccc(Cl)c4)c(=O)[nH]c3=O)sc2c1 | 0.5% | 1.6% | 5% | 7% | 11% | -14% | -2% | -56% | -0.4%
O=C(/C=C/c1c[nH]c2ccccc12)c1c(O)n(CCc2ccccc2)c(=O)[nH]c1=O | -0.2% | ? | -14% | . | 3% | ? | -7% | . | .
O=P(Nc1ccccc1)(Nc1ccccc1)Oc1ccccc1 | 0.4% | 2.5% | 17% | 10% | 5% | -16% | -6% | -10% | -0.9%
CN1CCCN(C(=O)COc2ccc(F)cc2Cl)CC1 | -0.5% | -1.1% | -8% | 4% | -4% | 2% | -7% | -1% | .
COC(=O)C(O)(c1ccc(NC(=O)c2ccco2)c(OC)c1)C(F)(F)F (stereo unspecified) | 0.2% | 1.9% | 0% | 7% | 6% | 12% | 0% | 1% | 0.2%
COc1ccc(N2C(=O)/C(=C/c3cccs3)C(=O)NC2=S)cc1 | 0.3% | 3.6% | -10% | 0% | 18% | 5% | -4% | 4% | .
c1ccc(P(c2ccccc2)c2ccccn2)cc1 | -0.3% | 2.0% | -9% | 5% | 6% | 6% | -5% | -12% | .
Fc1ccc(CCNCc2ccc(Cl)c(Cl)c2)cc1 | -0.7% | -1.2% | 84µM* | -4% | 7% | 1% | 0% | -2% | -0.8%
CC(=O)NC(=O)NC(C)Cc1ccccc1 (stereo unspecified) | -0.2% | 1.9% | 8% | -1% | 6% | -2% | -1% | -6% | -0.9%
C[C@]12CCC(OC(=O)CCC(=O)O)CC1=CCC1C2CC[C@]2(C)C(=O)CCC12 (stereo partly specified) | 0.0% | 6.0% | -7% | 9% | 8% | -6% | -1% | -4% | .
C#CC1(O)C=CC2C3CCC4=CC(=O)CCC4C3CCC21CC (stereo unspecified) | -0.4% | 18% | 15% | 4% | 10% | 1% | -9% | -4% | .
CCCCn1c(=O)c(C(=O)NC(C)c2ccccc2)c(O)c2ccccc21 (stereo unspecified) | -1.3% | 13% | -2% | 8% | 9% | 1% | -2% | -3% | . | NS5 inhibitors pilot replicate=-4.0
O=c1ccc2cc(O[C@@H]3O[C@@H](CO)[C@H](O)[C@@H](O)[C@@H]3O)c(O)cc2o1 | -0.5% | 0.1% | -3% | 10% | 25% | -3% | -41% | 1% | .
OC(c1ccccc1)(c1ccccc1)C1CCCN1 (stereo unspecified) | -0.5% | 0.1% | 4% | 2% | -8% | 0% | -5% | -1% | -1.4%
CSCCC(NC(=O)CCC(=O)OC1CC[C@H]2[C@@H]3CC[C@H]4CC(=O)CC[C@]4(C)[C@H]3CC[C@]12C)C(=O)O (stereo partly specified) | -0.1% | 4.5% | -1% | 6% | 1% | -4% | -2% | 3% | .
CCOC(=O)C(NC(=O)CC)(Nc1ccc(C(O)(C(=O)OCC)C(F)(F)F)cc1C)C(F)(F)F (stereo unspecified) | 0.0% | 0.7% | 16% | 2% | 3% | 0% | -7% | -3% | -0.2%
CC[N+](C)(CC)CCCOC(=O)C(O)(c1ccccc1)C1CCCCC1 (stereo unspecified) | 0.1% | -0.3% | -6% | 6% | 33% | 7% | -3% | -11% | -1.7%
COc1cc(/C=C2\C(=O)NC(=O)N(c3ccccc3)C2=O)c([N+](=O)[O-])cc1OC | 0.4% | . | -8% | 27% | 17% | -14% | -11% | 17µM* | -1.3%
CCC(=NCc1cccnc1)c1c(O)n(Cc2ccccc2)c(=O)[nH]c1=O | 0.9% | 1.4% | 16% | 7% | 5% | -8% | -7% | -7% | -0.9%
Cc1ccc2c(CN3CC=C(c4ccccc4)CC3)cc(=O)oc2c1C | -0.2% | 7.8% | -5% | 2% | 6% | 13% | 6% | -7% | 2.8%
CCCCCCC(=O)c1c(O)n(-c2ccccc2OC)c(=O)[nH]c1=O | 1.5% | 4.0% | -2% | 8% | 8% | 3% | -6% | -1% | -3.1%
Cc1cccc(OP(N)(N)=O)c1C | 0.2% | 0.9% | 1% | 5% | -15% | 3% | -6% | 0% | 0.2%
CCNCC1(c2ccc(OC)c(OC)c2)CCCC1 | 0.1% | 1.2% | -4% | 0% | -2% | 5% | -5% | 3% | -0.6%
CCCCN(Cc1ccccc1)C1CCN(CCc2ccccc2)CC1 | -1.4% | 0.3% | -2% | -3% | 3% | -21% | -10% | 2% | -0.4%
Fc1cccc(C2NCc3ccccc3-n3cccc32)c1 (stereo unspecified) | -0.5% | -0.5% | 0% | 0% | 4% | 17% | -5% | 4% | .

Fetched one by one from the entries so far:
SMILES | West Nile antiviral | RSV CPE inhibition | PhoP inhibition | MgcRacGAP inhibition | SV40 large T antigen | GPR35 arrestin U2OS | LYP inhibition | NS5 inhibitors | CSM14.1 death rescue | others
CCC/C(=N\O)c1c[nH]c2ccccc12 | 0.3% | 3.9% | 2% | 5% | 3% | -2% | -3% | . | -1.7%
Fc1cccc(C2NCc3ccccc3-n3cccc32)c1 (stereo unspecified) | -0.5% | -0.5% | 0% | 0% | 4% | 17% | -5% | 4% | .
CN(C)c1ccc(/C=C2/C(=N\O)C3CCN2CC3)cc1 | 0.2% | 1.2% | -9% | 76µM* | 28% | -6% | -2% | 5% | .

(list continues)
SMILES | West Nile antiviral | RSV CPE inhibition | PhoP inhibition | MgcRacGAP inhibition | SV40 large T antigen | GPR35 arrestin U2OS | LYP inhibition | NS5 inhibitors | CSM14.1 death rescue | others
N/C(=N\[N+](=O)[O-])N1CCN(C(=O)c2ccccc2)CC1 | 0.1% | -1.8% | -4% | . | 13% | 10% | -1% | . | -1.8%
CCC(=O)O[C@@H]1[C@@H](OC(C)=O)[C@@]2(O)C(C[C@H](O)C2(C)C)[C@](C)(O)[C@H]2CC[C@@H]3[C@@H](O)[C@]12C[C@@]3(C)O (stereo partly specified) | 0.7% | 0.0% | -1% | 7% | 12% | -9% | -7% | 4% | 0.9%
C=C1N2CCC(CC2)C1(O)c1ccccc1C (stereo unspecified) | 0.4% | 0.8% | 0% | -3% | 17% | 4% | -3% | -3% | -0.3%
CC[C@@]1(O)C(=O)OCc2c1cc1n(c2=O)Cc2cc3c(NC(=O)CN)cccc3nc2-1 | 2.5% | -2.6% | -7% | 5% | 11% | 1% | -5% | -6% | .
CC(C)(C)n1cccc1/C=C1\C(=O)NC(=O)N(c2ccccc2)C1=O | -0.3% | 0.8% | -14% | 5% | 20% | -6% | 2% | 5% | -3.1%
Cn1c(O)c(Cc2ccc(OCc3ccccc3)cc2)c(=O)n(C)c1=O | 0.5% | 4.4% | -6% | 3% | 9% | -6% | -2% | -8% | .
Cc1nn(Cc2ccccc2)c(C)c1C(=O)OCC(=O)Nc1ccccc1SCC#N | 2.0% | 5.3% | -15% | 5% | 7% | -3% | -4% | 5% | 2.9%
CCOc1ccc(C2SCC(=O)Nc3c2c(C)nn3C2CCOC(C)(C)C2)cc1 (stereo unspecified) | -0.3% | -1.0% | 2% | 9% | 25% | 1% | -6% | -6% | 0.4%
COc1ccc(-n2c(-c3ccccc3Br)nc3ccccc3c2=O)cc1 | -0.7% | 3.1% | 3% | 12% | 9% | -5% | -3% | -8% | .
Cc1onc(-c2c(Cl)cccc2Cl)c1C(=O)Nc1ccc2c(C(F)(F)F)cc(=O)oc2c1 | -0.4% | 1.7% | -8% | 7% | 5% | 1% | -3% | 11% | .
O=c1c2ccccc2nc(CSc2ncnc3nc[nH]c23)n1-c1ccccc1 | ? | 3.8% | 2% | 8% | 5% | 14% | -4% | -1% | -2.7%
Cc1ccc2nc(N3CCC(C(=O)N4CCC5(CC4)OCCO5)CC3)sc2c1 | -0.4% | 4.8% | -11% | 9% | 4% | -4% | -2% | 2% | -1.9%
O=P1(Nc2ccc(F)cc2)COc2ccccc2OC1 | -0.7% | 2.0% | 2% | 3% | -1% | 3% | -4% | -1% | 0.9%
N#CC(C#N)=Cc1ccc(N2CCOCC2)cc1 | 0.1% | 0.0% | -6% | 4% | 15% | -3% | -3% | 12% | .
CCCCn1c(O)c(C=NCc2ccc3c(c2)OCO3)c(=O)[nH]c1=O | 0.1% | 1.5% | 6% | 10% | 4% | 17% | -6% | -8% | .
COc1ccc(N2C(=O)NC(=O)/C(=C\c3ccc([N+](=O)[O-])s3)C2=O)cc1 | 0.2% | 10% | -2% | ? | ? | -4% | 9% | 39µM* | 0.0%
CNC(=O)O/N=C(\C)Cc1nnn(-c2cc(C)on2)n1 | -0.6% | . | -10% | 4% | 9% | -1% | -2% | -2% | .
O=c1[nH]c(=O)n(Cc2ccco2)c(O)c1C=NC1CC1 | 0.7% | 0.2% | -5% | -1% | 12% | 4% | -7% | -15% | -0.6%
O=C1CC(N2CC=C(c3ccc(F)cc3)CC2)C(=O)N1c1ccc(F)cc1 (stereo unspecified) | -0.2% | 1.0% | -4% | 4% | -1% | -2% | -2% | -11% | -0.4%
NCCc1ccc(S(N)(=O)=O)cc1 | -0.3% | 5.1% | -7% | 7% | 23% | -9% | -2% | -1% | -0.8%
Cc1cccc(N2C(=O)CC(=O)NC2=O)c1 | 0.0% | -0.4% | -6% | -4% | 20% | 1% | -6% | -44% | -2.1%
C/C=C1\CN2[C@H]3C[C@@]45c6ccccc6N(C)[C@H]4[C@@H]2CC1C3[C@H]5O (stereo partly specified) | -0.8% | 4.0% | -2% | 2% | 17% | . | . | -6% | .
COc1ccccc1N1CCN(Cc2ccccc2)CC1 | -0.4% | 0.9% | 6% | 26% | 4% | -5% | -8% | -5% | .

Compound activity from PubChem.

Not all compounds are listed; rates above refer to the full screens.
